MrgX1 antagonist: blocks BAM8-22 activation of human MrgX1 receptor; Q96LB2; MRGX1-HEK293 calcium flux, Fluo-4, BAM8-22 antagonism; hits give low values; B-score at 10 µM; 310,000 tested, 1.3% active;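 active = calcium-response B-score plate-corrected more than 3 library SD below zero, starting fluorescence within 5 deviations, no agonist response on first addition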;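 note: peak minus trough fluorescence over baseline after final BAM8-22 challenge near maximal dose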
Target sequence (Q96LB2 whole entry, looked up): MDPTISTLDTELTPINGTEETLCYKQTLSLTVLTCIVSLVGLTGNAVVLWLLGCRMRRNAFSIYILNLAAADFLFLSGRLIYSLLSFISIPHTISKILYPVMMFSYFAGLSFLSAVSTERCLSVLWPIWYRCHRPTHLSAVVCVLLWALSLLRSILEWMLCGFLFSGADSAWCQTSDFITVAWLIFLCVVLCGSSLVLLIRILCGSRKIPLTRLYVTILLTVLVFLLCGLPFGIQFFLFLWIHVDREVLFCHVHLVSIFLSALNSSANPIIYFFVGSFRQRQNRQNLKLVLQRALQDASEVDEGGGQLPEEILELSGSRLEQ
MrgX1 ag: human MrgX1 receptor agonism, primary screen. AID 588627. B-score at 10 µM. 310,000 tested, 0.44% active. Q96LB2. MrgX1-HEK293 cells, Fluo-4 calcium fluorescence, agonist mode; hits give high values;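 active = calcium response B-score plate-corrected fluorescence ratio at least 3 library SD, with starting fluorescence B-score inside 5 SD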
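System: HEK293 cells stably expressing human MrgX1 receptor; Dosing: test compound in the initial addition of three; Schedule: overnight plating, then 30 min 37 °C plus 30 min room-temperature dye loading; Detection: kinetic calcium dye fluorescence, Fluo-4 NW; Controls: per-plate positive and negative controls for Z′ factor.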
HIF act: HIF pathway transcriptional activation; U2OS HRE-luciferase reporter, luminescence; normalized: DMSO 0%, desferrioxamine 100%; activation, % at 7.5 µM (by protocol); 300,000 tested, 0.32% active;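 active = mean activation of at least 10% of the iron chelator positive control signal, with at least half of replicates also reaching 10%; inconclusive = mean and replicate majority disagree about reaching 10%; inactive = mean and most replicates under 10%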
TRPC4 inh: inhibitors of mouse TRPC4 channel; HEK293 TRPC4beta/mu-opioid, DAMGO-evoked Fluo4 calcium flux; hits give low values; B-score at 10 µM; 300,000 tested, 0.39% active;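 active = B-score over 3 SD under the library average, no early fluorescence shift, positive overall ratio signal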
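Material: HEK293 cells with stable TRPC4beta plus mu-opioid receptor expression / Probe or stimulus: DAMGO in two steps, submaximal then maximal / Compound: single concentration per test compound / Technique: kinetic Fluo4 fluorescence imaging of calcium influx / Read-out: per-well B score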
TRPC4 potent: allosteric potentiators of mouse TRPC4 channel. Q9QUQ5. HEK293 TRPC4beta/mu-opioid, DAMGO EC20, Fluo-4 Ca2+ flux; hits give high values. B-score at 10 µM. 310,000 tested, 0.42% active. AID 2227;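 active = B-score of calcium response area above 5 SD of library B-scores, with initial fluorescence ratio within 5 SD of library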;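 note: B-score of integrated fluorescence ratio over time as area under calcium response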
AI-2 QS mod: Vibrio harveyi AI-2 quorum sensing modulation | AID 2094 | activity change, % at 7.5 µM | 300,000 tested, 0.4% active | Vibrio harveyi JMH597 AI-2 luminescence/OD600 ratio, 9 h; hits give low values; strain lacks LuxN and CqsS sensors; 0 = neutral-control median; in the data active = activity change below about -75%, passing the limit was not always enough; inconclusive = no clear call, values can overlap the other calls;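 note: luminescence divided by OD600 gain over 9 h not by final OD600 alone; inactives centre near 13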
MrgX1 PAM: human MrgX1 positive allosteric modulation, primary screen; 310,000 tested, 0.63% active; MrgX1-HEK293, Fluo-4 calcium flux, FDSS; hits give high values; Q96LB2; B-score at 10 µM;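 active = plate-corrected calcium response at least 3 library SD above typical, normal starting fluorescence, not activating the receptor alone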;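 note: compound read alongside a low EC10 to EC30 dose of BAM8-22 agonist; peak minus trough fluorescence over baseline measured at the second addition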
PolyA inhibitor: inhibitors of polyadenylation in S. cerevisiae. S. cerevisiae SKY197-pL101 polyadenylation reporter, beta-gal luminescence; efflux-impaired pdr1/pdr3 knockout yeast; score 100 = 6 SD above DMSO. calls only at 12 µM. 300,000 tested, 0.02% active;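 active = lowest replicate activity score at least 50, where 100 means six control SD above control mean; inconclusive = lowest score under 50 but half or more replicates reach 50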;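 note: yeast exposed to compound for 9 h at 30 °C; higher score means more reporter readthrough which indicates perturbed polyadenylation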
TRPC4 act: activators of mouse TRPC4 channel | Q9QUQ5 | HEK293 TRPC4beta/mu-opioid, Fluo4 calcium fluorescence; hits give high values | B-score at 10 µM | 310,000 tested, 0.49% active | AID 2237;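 active = B-score above 5 SD of library B-scores, and initial fluorescence ratio not above library mean plus 5 SD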;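 note: positive B-score marks a calcium rise read as TRPC4 activation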
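Assay system: HEK293 cells stably co-expressing mouse TRPC4beta and mu-opioid receptor / Timing: Fluo4 dye loading 45 min at room temperature, 110 s recording / Signal: Fluo4 calcium-sensitive dye fluorescence, kinetic, 1 Hz baseline / Read-out: integrated baseline-normalised fluorescence ratio, converted to per-well B score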
TRPC6 inh: blocks the mouse TRPC6 cation channel; 310,000 tested, 1.1% active; HEK293-TRPC6, membrane potential dye, ACh-evoked depolarization; hits give low values; AID 2553; B-score at 10 µM;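 active = B-score under library mean minus 3 SD, initial fluorescence not abnormally high, positive integrated signal ratio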;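 note: B-score derived from integrated fluorescence ratio over the kinetic read; more negative B-score means stronger inhibition of depolarization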
TRPC6 activator: mouse TRPC6 channel activation; Q61143; HEK293-TRPC6 membrane potential dye fluorescence; hits give high values; B-score at 10 µM; 310,000 tested, 0.13% active;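 active = B-score of the integrated fluorescence ratio above library mean plus 3 SD, and starting fluorescence ratio within library mean plus 5 SD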;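 note: higher score means more depolarization so channel activation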
Numbers without * were called inactive; i = inactive; ? = inconclusive; nt = not tested or not shown. A portion of the library (hit frequency here may not be typical).

Sequence of screens – MrgX1 antagonist	MrgX1 ag	HIF act	TRPC4 inh	TRPC4 potent	AI-2 QS mod	MrgX1 PAM	PolyA inhibitor	TRPC4 act	TRPC6 inh	TRPC6 activator
- Cc1ccc(NC(=O)c2ccccn2)cc1S(=O)(=O)N1CCOCC1
 : i	i	0.5	i	i	12.7	i	i	i	i	i
- CC(NC(=O)c1cc2ccccc2o1)C(=O)O (configuration not stated)
 : i	i	nt	i	i	-0.1	i	i	i	i	i
- O=C(NNC1=C(C(=O)C(F)(F)F)CCC1)c1cccc(O)c1
 : i	i	0.2	i	i	6.4	i	i	i	i	i
- O=C(Nc1ccc(N2CCOCC2)cc1)c1ccc2c(c1)OCO2
 : i	i	2.0	i	i	12.1	i	i	i	i	i
- CCCc1nnc(NC(=O)C2CCN(C(=O)c3ccco3)CC2)s1
 : i	i	-0.3	i	i	13.3	i	i	i	i	i
- Cn1c(N/N=C/c2cccs2)nc2c1c(=O)n(Cc1ccccc1)c(=O)n2C
 : i	i	1.1	i	i	6.6	i	i	i	i	i
- COC(=O)c1ccccc1C(=O)N1CCCC(C(=O)c2ccc(OC)c(OC)c2)C1 (configuration not stated)
 : i	i	-0.7	i	i	29.2	i	i	i	i	i
- CN(Cc1cnn(C)c1)C(=O)c1ccc(OC2CCN(CCc3ccccc3)CC2)cc1
 : i	i	-0.4	-6*	i	4.4	i	i	i	i	i
- Cn1nc(C(F)(F)F)c(C(=O)Nc2cccc(Cl)c2)c1Cl
 : i	i	-0.3	i	i	44.1	i	i	i	i	i
- Cc1cc(-c2nn(-c3ccccc3F)cc2CN(C)CC(O)CO)c(C)s1 (configuration not stated)
 : i	i	-0.1	i	i	28.9	i	i	i	i	i
- CN(Cc1ccccc1F)C(=O)c1ccc(Oc2ccccc2)cc1
 : i	i	0.6	i	i	-6.5	i	i	i	i	i
- N=c1sccn1CC(=O)Nc1ccccc1Cc1ccccc1
 : i	i	-0.5	i	i	8.6	i	i	i	i	i
- O=C(COC(=O)c1cnc(Cl)c(Cl)c1)NCc1cccs1
 : i	i	-0.2	i	i	7.9	i	i	i	i	i
- O=C(CSc1ncnc2ccccc12)Nc1cccc(S(=O)(=O)N2CCOCC2)c1
 : i	i	-0.2	i	i	14.2	i	i	i	i	i
- CN(C)c1ccc(C=NCC2COc3ccccc3O2)cc1 (configuration not stated)
 : i	i	-0.2	nt	i	10.9	i	i	i	i	i
- COC(=O)CC(NS(=O)(=O)c1cccs1)c1cccc2ccccc12 (configuration not stated)
 : i	i	0.2	i	i	20.9	i	i	i	i	i
- CCCc1[nH]n(-c2ccc(F)cc2)c(=O)c1C=Nc1cccc(F)c1
 : i	i	2.8	i	i	13.7	i	i	i	i	i
- O=C(Nc1cccnc1)c1ccccc1Oc1ccccc1
 : i	i	1.4	i	i	-8.9	i	i	i	i	i
- CC(C)CCSc1nc(N)c(C#N)cc1C#N
 : i	i	0.4	i	i	-4.0	i	i	i	i	i
- O=C(Cc1coc2ccc3ccccc3c12)NCc1ccccc1
 : i	i	0.0	i	i	5.0	i	i	i	i	i
- Cc1nc2ccc(NC(=O)N(C)c3ccccc3)cc2s1
 : i	i	1.2	i	i	4.8	i	i	i	i	i
- COc1ccc([N+](=O)[O-])cc1NC(=O)CSc1nncn1-c1ccccc1
 : i	i	-0.1	i	i	11.9	i	i	i	i	i
- CCCCOC(=O)CSc1n[nH]c(=O)[nH]c1=O
 : i	i	-0.2	i	i	7.8	i	i	i	i	i
- C=CCOc1ccccc1/C=N/O
 : i	i	0.0	i	i	11.6	i	i	i	i	i
- COCCNC(=S)N/N=C(\C)c1ccccc1O
 : i	i	0.5	i	i	21.0	i	i	i	i	i
- COc1ccc(-c2nc(CN(C)C(C)c3ccon3)c(C)o2)c(C)c1C (configuration not stated)
 : i	i	-0.2	i	i	3.4	i	i	i	i	i
- CC(C)OCCCN(C)C1CCN(S(=O)(=O)c2ccc(-c3ccc(=O)[nH]n3)s2)CC1
 : i	i	-0.5	i	i	7.4	i	i	i	i	i
- O=C(Nc1cc(C(F)(F)F)ccc1N1CCOCC1)c1ccccc1F
 : i	i	0.0	i	i	11.2	i	i	i	i	i
- O=C(COC(=O)c1ccco1)Nc1nc2ccccc2s1
 : i	i	1.5	i	i	?	i	i	i	i	i
- C#CCOc1c(Cl)cc(C2C3=C(CCCC3=O)N(CC(=O)O)C3=C2C(=O)CCC3)cc1OC
 : i	i	0.3	i	i	19.0	i	i	i	i	i
- Nc1nc2c(nc(N3CCCCC3)n2[C@@H]2O[C@H](CO)[C@@H](O)[C@H]2O)c(=O)[nH]1
 : i	i	-18.9	i	i	28.1	i	i	i	i	i
- CC(C)NC(=S)Nc1ccc(S(=O)(=O)Nc2ncccn2)cc1
 : i	i	-0.2	i	i	13.4	i	i	i	i	i
- CCOc1ccc(OCCOCCNCCOC)cc1
 : i	i	0.0	i	i	-15.6	i	i	i	i	i
- Cc1ccc(S(=O)(=O)NNC(=O)CC#N)cc1
 : i	i	-0.4	i	i	10.7	i	i	i	i	i
- Cc1cccc(C)c1Nc1c(-c2ccccn2)nc2ccccn12
 : i	i	28.5*	i	i	25.0	i	i	i	i	i
- COc1ccc(C(=O)C2CCCN(C(=O)C3CCOCC3)C2)cc1OC (configuration not stated)
 : i	i	423.6*	i	i	9.6	i	i	i	i	i
- CCOC(=O)N1CCN(C(=O)c2cc(-c3ccc(OCC)cc3)nc3ccccc23)CC1
 : i	i	1.5	i	i	21.2	i	i	i	i	i
- Cc1ccc(NC(=S)NCc2ccc3c(c2)OCO3)c(C)c1
 : i	i	1.3	i	i	6.6	i	i	i	i	i
- O=C(CCC(NC(=O)OCc1ccccc1)C(=O)OCC(=O)N1CCCCC1)OCC(=O)N1CCCCC1 (configuration not stated)
 : i	i	-0.3	i	i	5.2	i	i	i	i	i
- O=C(CCS(=O)(=O)c1ccccc1)Nc1ccc(-c2nc3ccccc3s2)c(O)c1
 : i	i	2.1	i	i	26.4	i	i	i	i	i
- CCN(C(=O)CCS(=O)(=O)c1cccc2nonc12)c1ccc(C)c(C)c1
 : i	i	-0.4	i	i	30.8	i	i	i	i	i
- CCc1cc2c(NCC3CCCO3)nc(C)nc2s1 (configuration not stated)
 : i	i	-0.1	i	i	3.0	i	i	i	i	i
- Cc1cccn2c(=O)nc(SCC(=O)NC3CCCC3)nc12
 : i	i	-1.4	i	i	34.1	i	i	i	i	i
- N[C@@H](Cc1cc(I)c(O)c(I)c1)C(=O)O
 : i	i	0.2	i	i	17.9	i	i	i	i	i
- O=C(COC(=O)c1ccc(O)cc1)Nc1ccc(Cl)cc1
 : i	i	0.5	i	i	-9.5	i	i	i	i	i
- NNC(=O)c1nc(-c2ccccc2)n2c1CCCCC2
 : i	i	0.2	i	i	27.8	i	i	i	i	i
- CC(=O)Nc1ccc(NC(=O)C2CCN(S(=O)(=O)c3cccc4nonc34)CC2)cc1
 : i	i	-0.4	i	i	5.0	i	i	i	i	i
- Cc1ccc(C(=O)N=c2sccn2C)cc1C
 : i	i	3.2	i	i	25.6	i	i	i	i	i
- O=C1CSC2(CCCCC2)N1CCO
 : i	i	-0.4	i	i	28.4	i	i	i	i	i
- Cc1ccc(/C=C2/Sc3ccc(C(=O)N4CCN(C)CC4)cc3NC2=O)cc1
 : i	i	-0.4	i	i	-7.9	i	i	i	i	i
- Cc1ccc(OCC(=O)Nc2ccc3c(c2)OCO3)cc1C
 : i	i	0.1	i	i	-13.2	i	i	i	i	i
- COc1ccc(CCNC(=O)C2CCCN(S(=O)(=O)c3cnc[nH]3)C2)cc1OC (configuration not stated)
 : i	i	nt	i	i	7.7	i	i	i	i	i
- CCOC(=O)c1c(-c2ccc(C)cc2)csc1NC(=O)C1CC=CCC1C(=O)O (configuration not stated)
 : i	i	-0.1	i	i	6.1	i	i	i	i	i
- Cc1ccccc1-n1c(=O)cc(NCC2CCCO2)[nH]c1=O (configuration not stated)
 : i	i	-0.3	i	i	19.3	i	i	i	i	i
- COc1ccc(NC(=O)CN(C)Cc2c(F)cccc2Cl)cc1S(=O)(=O)N1CCCCC1
 : i	i	-0.3	i	i	25.8	i	i	i	i	i
- Cc1ccc(-n2cc(CNCCc3cscn3)c(-c3ccc(F)cc3)n2)cc1
 : i	i	0.1	i	i	11.5	i	i	130*	i	i
- O=C(NCCc1ccccc1)c1nc(-c2cccs2)no1
 : i	i	1.5	i	i	5.2	i	i	i	i	i
- CS(=O)(=O)N1CCSC1c1ccc(Br)cc1 (configuration not stated)
 : i	i	-0.8	i	i	15.1	i	i	i	i	i
- Cc1ccc(-n2cc3ccc([N+](=O)[O-])cc3n2)cc1
 : i	i	-0.2	i	i	16.6	i	i	i	i	i
- CCCCCCN1N=C(C)C(C(=O)c2ccc(Cl)cc2)C1=O (configuration not stated)
 : i	66.4*	-0.6	i	i	-1.8	i	i	i	i	i

Going on with the list:
Sequence of screens – MrgX1 antagonist	MrgX1 ag	HIF act	TRPC4 inh	TRPC4 potent	AI-2 QS mod	MrgX1 PAM	PolyA inhibitor	TRPC4 act	TRPC6 inh	TRPC6 activator
- CCCOc1ccc(OCCOCCNCc2ccccc2)cc1
 : i	i	-0.4	i	i	10.1	i	i	i	i	i
- CC(=O)c1ccc(NC(=O)c2sc3nc(C)c(C)c(C)c3c2N)cc1
 : i	i	2.9	i	i	9.3	i	i	i	i	i
- COc1ccc(C(OCC(O)CN2CCC(O)CC2)c2ccc(OC)cc2)cc1 (configuration not stated)
 : i	i	-0.5	i	i	6.0	i	i	i	i	i
- COCc1cc(=O)oc2cc(NC(=O)c3ccc(C(C)(C)C)cc3)ccc12
 : i	i	-28.2	i	i	7.0	i	i	i	i	i
- CCC(=O)N1CCc2cc(S(=O)(=O)NCCC(=O)NC3CCCCCC3)ccc21
 : i	i	-0.5	i	i	19.9	i	i	i	i	i
- [N-]=[N+]=CC(=O)CNC(=O)[C@@H](Cc1ccccc1)N1C(=O)c2ccccc2C1=O
 : i	i	-0.5	i	i	14.9	i	i	i	i	i
- Cc1ccc(C(C)(C)NC(=O)C2CCC(=O)N(CCCN3CCOCC3)C2)cc1 (configuration not stated)
 : i	i	0.3	i	i	6.3	i	i	i	i	i

Assay outcomes as filed in PubChem BioAssay.
